FBW7 activator = human FBW7 E3 ligase activation, primary screen. AlphaScreen FBW7–phospho-cyclin E peptide binding, activator screen. normalized activity (activation), % at 26.1 µM. 0.13% of 650,000 active; in the data active = normalized activity above about 1.9%;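 also: purified mutant Fbw7 with reduced substrate affinity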
TEAD-YAP inh = TEAD-YAP interaction inhibition | HEK-TIYL cells, TEAD-Gal4/YAP UAS-luciferase luminescence | inhibition, % at 9.12 µM | 1.4% of 640,000 active | AID 1259422; in the data active = inhibition above about 32%;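 also: 0% = median of test compound wells and 100% = reference inhibitor wells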
MITF primary = human MITF inhibition, primary screen; AlphaScreen MITF homodimerization, bead proximity signal; inhibition, % at 2.6 µM; AID 1259374; 0.91% of 650,000 active; in the data active = inhibition above about 50%;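 also: 0% = vehicle wells with protein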
Target sequence (O75030 whole entry, looked up): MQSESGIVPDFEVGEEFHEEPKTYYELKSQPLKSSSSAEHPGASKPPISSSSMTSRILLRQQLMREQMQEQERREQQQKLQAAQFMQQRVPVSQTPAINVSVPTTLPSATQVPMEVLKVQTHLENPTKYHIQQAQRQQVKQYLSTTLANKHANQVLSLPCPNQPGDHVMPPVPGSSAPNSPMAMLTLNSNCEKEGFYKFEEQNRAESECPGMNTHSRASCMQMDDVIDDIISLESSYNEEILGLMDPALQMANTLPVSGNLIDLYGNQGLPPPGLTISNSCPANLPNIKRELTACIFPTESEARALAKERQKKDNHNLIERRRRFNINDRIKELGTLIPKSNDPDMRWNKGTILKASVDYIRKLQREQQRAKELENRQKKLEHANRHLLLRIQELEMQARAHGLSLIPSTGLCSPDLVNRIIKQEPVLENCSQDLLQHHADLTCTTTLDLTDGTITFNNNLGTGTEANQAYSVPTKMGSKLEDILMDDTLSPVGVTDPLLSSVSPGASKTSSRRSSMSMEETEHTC
GPR151 activ = human GPR151 activation. 1% of 650,000 active. Q8TDV0. activation, % at 11.2 µM. PathHunter beta-arrestin GPR151 cells, luminescence; in the data active = activation above about 4.9%;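 also: 0% = median of compound wells and 100% = cells with positive control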
Target sequence (Q8TDV0 whole entry, looked up): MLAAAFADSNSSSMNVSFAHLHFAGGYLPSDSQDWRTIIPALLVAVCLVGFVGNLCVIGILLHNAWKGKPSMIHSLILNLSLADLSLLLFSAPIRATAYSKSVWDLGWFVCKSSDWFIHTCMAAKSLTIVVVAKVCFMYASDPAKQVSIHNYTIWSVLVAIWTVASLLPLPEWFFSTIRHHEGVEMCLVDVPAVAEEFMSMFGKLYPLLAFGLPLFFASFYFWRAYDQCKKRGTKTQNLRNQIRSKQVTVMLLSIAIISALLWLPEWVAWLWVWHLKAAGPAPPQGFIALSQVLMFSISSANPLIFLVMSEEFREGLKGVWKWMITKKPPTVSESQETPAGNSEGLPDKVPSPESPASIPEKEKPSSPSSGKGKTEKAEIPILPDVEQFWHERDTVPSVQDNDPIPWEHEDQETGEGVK
* marks the source's active call; other numbers are inactive results.

SMILES | FBW7 activator | TEAD-YAP inh | MITF primary | GPR151 activ
CCOC(=O)N1CCN(c2c(NC(CC)Cc3ccccc3)c(=O)c2=O)CC1 (stereo not drawn) | -0.1 | -9.8 | 3.5 | 1.9
COc1ccc(CC(=O)Nc2cccc(-c3nnc(-c4ccccc4)o3)c2)cc1 | 0.3 | -3.1 | 8.8 | -1.1
CC1CCc2c(sc3nc(CSc4nncs4)[nH]c(=O)c23)C1 (stereo not drawn) | 0.0 | -2.4 | 9.1 | 0.3
CC(C)Cc1nnc2sc(NC(=O)c3ccco3)nn12 | 0.7 | -2.7 | 20.2 | 0.4
COc1ccc(NC(=O)c2cnc3ccc(C)cn3c2=O)c(OC)c1 | 0.5 | 13.8 | 20.4 | 0.3
CCC(C)(C)n1nnnc1C(c1ccc(C)cc1)N1CCN2CCCC2C1 (stereo not drawn) | -0.2 | -14.0 | -2.6 | 0.8
C/C(=N\NC(=O)c1ccc([N+](=O)[O-])cc1)c1cccnc1 | 0.0 | 3.2 | 1.5 | 0.6
O=Cc1c(NC(=O)c2ccccc2)sc2c1CCCC2 | 0.4 | -38.6 | -7.8 | 0.5
O=C(COc1ccccc1Br)Nn1c(SCc2cc(=O)n3ccccc3n2)nc2ccsc2c1=O | 0.2 | -6.8 | 8.7 | 0.1
COc1cc(C2c3cccn3CCN2S(=O)(=O)c2cccs2)cc(OC)c1OC (stereo not drawn) | 0.0 | 3.6 | 4.5 | -0.8
COCCNC(=O)C/C(C)=N/NC(=O)c1ccccc1N | -0.2 | -48.0 | -1.3 | -0.8
CCc1c(C)sc(NC(NC(=O)c2cccnc2)(C(F)(F)F)C(F)(F)F)c1C#N | 0.0 | 3.7 | 9.3 | 2.8
CCOC(=O)Nc1ccc2c(c1)N(C(=O)CN(CC)CC)c1ccccc1CC2 | -0.2 | 0.8 | 9.7 | 0.3
CCOc1ccc2nc(C)cc(Nc3cccc(C(C)=O)c3)c2c1 | -0.2 | 13.0 | 11.4 | 0.4
CCOC(=O)c1cc(C(=O)NNC(=O)c2cccc([N+](=O)[O-])c2)c(C)nc1C | 0.0 | -2.9 | -0.7 | 2.1
CNc1ccc(S(=O)(=O)N(C)CC(=O)Nc2cc(Cl)ccc2OC)cc1[N+](=O)[O-] | 0.2 | -20.4 | 11.7 | 0.5
NC(=O)C1CCN(C(c2cccc(F)c2)c2sc3ncnn3c2O)CC1 (stereo not drawn) | 0.0 | -7.3 | 8.3 | 0.6
O=C(NCCOc1ccccc1)C1CCCN1C(=O)Nc1ccccc1 (stereo not drawn) | 0.0 | -5.1 | -13.4 | 0.4
Cc1ccc(NC(=O)CSc2nc3cc4c(cc3cc2C#N)OCO4)cc1 | 0.3 | 11.9 | 3.9 | -1.1
Cc1ccccc1-n1c(=S)sc2c(=O)n(-c3ccccc3F)c(SCC(=O)Nc3nccs3)nc21 | 0.9 | 4.4 | 9.3 | -0.9
CC(=O)N[C@@H]1c2ccccc2C2(CCN(C(=O)C3CCCC3)CC2)[C@H]1OCc1ccccn1 | 0.0 | -0.1 | 31.3 | -1.1
Cc1ccccc1NCN1C(=O)c2ccc([N+](=O)[O-])cc2C1=O | 0.6 | 17.8 | -11.7 | 0.2
FC(F)(F)c1ccc(Cn2cnc3c(Nc4ccc5c(c4)OCO5)nc(Nc4ccncn4)nc32)cc1 | 0.0 | -2.1 | 11.7 | -1.6
COCCCNCCOCCOc1cc(C)cc(C(C)C)c1 | 0.0 | 0.1 | 12.0 | -0.8
CCN1CCN(CCCOc2ccc(C)cc2I)CC1 | -0.2 | -5.4 | 57.1* | -0.5
C[C@@H]1NC(=O)[C@H]2CN(C(=O)c3cccs3)CCN2C1=O | -0.2 | 7.7 | 1.9 | 0.1
COc1cc(/C=N/NC(=O)c2cc[n+]([O-])cc2)ccc1O | -0.5 | 5.6 | 2.7 | -0.5
O=C(Nc1ccccc1-n1cccc1)c1cccc2nccnc12 | -0.2 | 18.2 | -7.8 | -0.5
CCOC(=O)c1c(NC(=O)Cn2cc([N+](=O)[O-])cn2)sc2c1CCC2 | 0.0 | 7.7 | 10.1 | -1.8
CC(=O)Nc1cccc(NC(=O)Nc2ccc(C(C)=O)cc2)c1 | 0.1 | -2.5 | 14.8 | -0.8
Cc1nnc2n(C3CCCCC3)c(=O)c3c4c(sc3n12)CCC4 | -0.2 | -11.8 | -11.1 | -0.1
CCc1ccc(NC(=O)C(=O)NCCC2CCCCN2S(=O)(=O)c2ccccc2)cc1 (stereo not drawn) | -0.1 | 11.9 | 18.1 | 2.4
C=CCc1ccccc1OCC(O)CN(C1CCCCC1)C1CCCCC1 (stereo not drawn) | -0.1 | 1.3 | 11.5 | 0.5
O=S(=O)(c1ccccc1F)N1CCC(O)(c2ccc3c(c2)OCO3)CC1 | 0.1 | -17.7 | 13.9 | 0.5
Cc1cccc(CN2CCc3nc(N4CCCC(C)C4)[nH]c(=O)c3C2)n1 (stereo not drawn) | -0.2 | 2.2 | -3.8 | 1.3
CC(C)Oc1cccc(C(=O)C2CCCN(C(=O)c3cc(=O)n(C)c(=O)n3C)C2)c1 (stereo not drawn) | 0.4 | -0.8 | 14.8 | -0.8
CN(C)c1nc(-c2cccc(O)c2)ccc1C(=O)NCc1ccco1 | 0.1 | 9.3 | 14.2 | 1.1
Cn1c(=O)cc(OCCCC(=O)N2CCN(c3ccc(F)cc3)CC2)c2ccccc21 | 0.2 | 4.0 | 8.4 | -2.1
CCCCOc1ccc(CN(C)C2CCN(C)CC2)cc1 | -0.1 | 16.2 | -3.1 | -0.9
CCN1CCN(C(=O)c2ccccc2C)CC1 | 0.0 | -8.2 | 2.9 | 1.3
CN(C)c1cccc(Nc2ccc(N3CCC(C(=O)Nc4ccc5c(c4)OCO5)CC3)nn2)c1 | 0.2 | -21.9 | 24.5 | -1.5
CCOC(=O)c1cnc2cc(C(F)(F)F)ccc2c1Nc1cc(Cl)ccc1OC | 0.0 | 0.6 | -9.3 | 1.9
CCOC(=O)N1CCN(C(=O)CCC2(Cc3ccc(F)cc3)CCC(=O)N2)CC1 (stereo not drawn) | -0.1 | 0.5 | -20.6 | -1.1
Cc1ccc(Nc2nnc(SCC(N)=O)s2)cc1 | 0.1 | -15.4 | 1.4 | 0.7
CCCCOC(=O)Cc1c(C)[nH]c(=O)[nH]c1=O | 1.1 | 3.2 | 9.6 | -1.0

Part of the list above, with values under each structure.
Values in the order – FBW7 activator | TEAD-YAP inh | MITF primary | GPR151 activ
CCOC(=O)c1cnc2cc(C(F)(F)F)ccc2c1Nc1cc(Cl)ccc1OC
 : 0.0 | 0.6 | -9.3 | 1.9
CCOC(=O)N1CCN(C(=O)CCC2(Cc3ccc(F)cc3)CCC(=O)N2)CC1 (stereo not drawn)
 : -0.1 | 0.5 | -20.6 | -1.1

Later entries
SMILES | FBW7 activator | TEAD-YAP inh | MITF primary | GPR151 activ
Cc1cc(C)cc(OCCNC(=O)c2ccc(F)cc2)c1 | 0.1 | -9.4 | 9.0 | 1.4
CCc1ccc(S(=O)(=O)Nc2ccc3oc4c(c3c2)C(=O)CCC4)cc1 | -0.2 | -9.5 | -5.0 | 1.9
Cc1ncc(-c2ccncc2)c(C2CCCN(CC(=O)Nc3cc(C)on3)C2)n1 (stereo not drawn) | 0.0 | -7.0 | -0.1 | 0.7
CCN1C(=O)c2ccccc2S(=O)(=O)c2ccc(C(=O)N(C)C3CCCCC3)cc21 | -0.2 | 7.3 | -4.1 | -0.2
Cc1ccc(-c2csc(NC(=O)c3ccccc3NS(=O)(=O)c3ccc(C)cc3)n2)cc1 | 0.1 | 23.4 | 7.7 | 0.9
O=[n+]1c2c(n([O-])c3cc(F)c(N4CCCC4)cc31)CCC2 | 0.2 | -8.7 | 10.6 | 0.9
COC(=O)Cc1c(C)nc2nc(COc3ccccc3)[nH]n2c1=O | -0.1 | 8.6 | 5.0 | -0.1
CCCN(CCC)S(=O)(=O)c1ccc(CCN2C(=O)c3cccnc3C2=O)cc1 | -0.2 | 2.2 | 11.2 | 0.0
Cc1cccc(NC(=O)Cn2nnc(C(=O)Nc3ccc(C)c(C)c3)c2N)c1 | 0.0 | 0.2 | -6.1 | -0.1
CCOC(=O)c1ccc(NC(=S)N(CCN2CCCCCC2)Cc2ccco2)cc1 | 0.2 | -14.9 | -13.0 | 1.7
Cc1nc(C)n(-c2ccc(Nc3nccc(N(C)Cc4ccccc4)n3)cc2)n1 | 0.9 | 50.7* | 23.7 | 0.4
O=C(CC1SC(=Nc2ccccc2)NC1=O)Nc1ccc(Br)cc1 (stereo not drawn) | 0.0 | 3.6 | -6.8 | -0.1
CCC(C)c1ccc(S(=O)(=O)N2CCN(C(C)CC(=O)O)CC2)cc1 (stereo not drawn) | -0.2 | 1.3 | 29.0 | 0.5
c1nc2nc3c(c(Nc4ccc5c(c4)OCCO5)n2n1)CCC3 | -0.2 | 39.8* | -7.1 | 0.9
COc1ccc(C(NC(=O)c2cncnc2)c2nccn2C)cc1 (stereo not drawn) | 0.0 | -2.3 | 12.7 | -0.3
COc1cccc(C(=O)OCC(=O)N2CCc3ccccc32)c1 | -0.1 | -1.6 | 2.4 | 1.6
CCC(CC)C(=O)Nc1ccc(O)cc1C(=O)O | -0.1 | -1.3 | 7.4 | -0.3
C/C(CC(=O)Nc1cc(C)ccn1)=N\NC(=O)c1ccccc1C | -0.9 | -16.6 | 18.2 | 2.1
Cc1nc2cc(-c3ccccc3)nn2c(C)c1CCC(=O)NC1CCCC1 | -0.1 | -0.2 | -13.3 | 0.4
COCCN1CCC(CN(C)Cc2c(C(=O)N3CCCCC3)nc3sccn23)CC1 | 0.0 | -7.2 | -8.1 | -1.1
Cc1ccc(-c2nnc(CCC(=O)N(C)Cc3ccc4nsnc4c3)o2)s1 | 0.0 | -0.6 | 1.6 | 1.1
COC(=O)c1ccccc1NC(=O)c1ccc(Cl)cc1[N+](=O)[O-] | -1.0 | -7.4 | -2.6 | -0.6
CCOC(=O)N/N=C(/C)c1ccc(Cl)cc1Cl | 0.1 | 3.1 | 6.3 | -0.4
CCN(CC)CCNC(=O)c1ccc(CNc2nc(=S)[nH]c3ccccc23)cc1 | -0.1 | 6.9 | -2.8 | -0.4
COc1ccc(OC)c(N(CC(=O)Nc2cccc(SC)c2)S(C)(=O)=O)c1 | -0.1 | 1.8 | -5.4 | 1.6
O=S(=O)(c1ccc(Cl)cc1)N1CCCN(S(=O)(=O)c2ccc(Cl)cc2)CC1 | 0.1 | -3.6 | -3.8 | -0.2
CCCC1=NN2C(=N)/C(=C/c3ccc(OCCOc4ccc(C)cc4)c(OCC)c3)C(=O)N=C2S1 | 0.0 | 9.9 | -9.6 | -0.7
CC1Cc2nc(SCC(=O)N3CCCCCC3)n(C)c(=O)c2S1 (stereo not drawn) | 0.3 | 12.7 | 12.4 | -0.9
COc1ccc(C)cc1NC(=O)c1cc(S(=O)(=O)N2CCN(C3CCCCC3)CC2)ccc1F | -0.1 | 1.6 | -1.4 | -0.4
O=C(Nc1ccccc1)c1cc2cc(Br)ccc2oc1=O | 0.0 | -2.5 | 27.1 | -0.8

Single records, from the list above:
Listed for `O=[n+]1c2c(n([O-])c3cc(F)c(N4CCCC4)cc31)CCC2` → FBW7 activator = 0.2; TEAD-YAP inh = -8.7; MITF primary = 10.6; GPR151 activ = 0.9
Listed for `O=C(Nc1ccccc1)c1cc2cc(Br)ccc2oc1=O` → FBW7 activator = 0.0; TEAD-YAP inh = -2.5; MITF primary = 27.1; GPR151 activ = -0.8
Listed for `CCCN(CCC)S(=O)(=O)c1ccc(CCN2C(=O)c3cccnc3C2=O)cc1` → FBW7 activator = -0.2; TEAD-YAP inh = 2.2; MITF primary = 11.2; GPR151 activ = 0.0

(continued)
SMILES | FBW7 activator | TEAD-YAP inh | MITF primary | GPR151 activ
CCOc1ccccc1/C=N/NC(=O)c1ccccc1O | 0.1 | -26.7 | 13.4 | 1.4
O=C(Nc1ccc(-c2ccn[nH]2)cc1)C1CCCN(C2CCOCC2)C1 (stereo not drawn) | -0.1 | 9.4 | 4.0 | 3.0
O=C1CC(C(=O)Nc2cccc(Br)c2)SC(=Nc2ccccc2)N1 (stereo not drawn) | 0.2 | 2.9 | 11.5 | 0.0
O=C1C2CCCN2C(c2cccc(F)c2)N1c1ccc(F)cc1 (stereo not drawn) | -0.1 | 0.4 | -8.5 | 0.9
COc1ccccc1CNc1nc(C)c(-c2ccn(Cc3ccncc3)n2)s1 | 0.2 | -4.8 | 18.5 | -1.5
Cc1ccc(-c2nnn(CC(=O)Nc3nnc(C)s3)n2)o1 | 1.1 | -3.9 | 11.1 | -0.7
COc1ccc(/C=C/C(=O)Nc2ccc(S(=O)(=O)N3CCc4ccccc43)cc2)cc1 | 0.2 | 19.9 | 10.1 | 1.5
Cc1ccc(N(C(=O)Nc2ccccc2)C2CCS(=O)(=O)C2)cc1 (stereo not drawn) | 0.0 | 2.4 | 14.3 | -0.3
CCOc1ccc(C2C(C(C)=O)=C(C)NC3=C2C(=O)CCC3)cc1OC (stereo not drawn) | -0.1 | 3.2 | -1.2 | -0.9
CCOc1cc2c(cc1OCC)C(c1ccc(OC(F)(F)F)cc1)NCC2 (stereo not drawn) | -0.2 | -22.5 | 1.7 | 0.9
c1cc2c3c(cccc3c1)C(N1CCN(C3=Nc4cccc5cccc3c45)CC1)=N2 | -0.2 | 3.0 | 11.7 | 0.8

Compound activity deposited in PubChem BioAssay by The Scripps Research Institute Molecular Screening Center.
